# TcdB GH inh = TcdB glycohydrolase inhibitors, primary screen, biochemical, single point, plate reader | inhibition, % at 9.99 µM | TcdB glycohydrolase enzymatic assay | AID 652162, 2013 | hit rate 0.24% among 350,000 | Toxin B (Clostridioides difficile), P18177; in the data active = inhibition above about 10%
# Target sequence (P18177 whole entry, looked up): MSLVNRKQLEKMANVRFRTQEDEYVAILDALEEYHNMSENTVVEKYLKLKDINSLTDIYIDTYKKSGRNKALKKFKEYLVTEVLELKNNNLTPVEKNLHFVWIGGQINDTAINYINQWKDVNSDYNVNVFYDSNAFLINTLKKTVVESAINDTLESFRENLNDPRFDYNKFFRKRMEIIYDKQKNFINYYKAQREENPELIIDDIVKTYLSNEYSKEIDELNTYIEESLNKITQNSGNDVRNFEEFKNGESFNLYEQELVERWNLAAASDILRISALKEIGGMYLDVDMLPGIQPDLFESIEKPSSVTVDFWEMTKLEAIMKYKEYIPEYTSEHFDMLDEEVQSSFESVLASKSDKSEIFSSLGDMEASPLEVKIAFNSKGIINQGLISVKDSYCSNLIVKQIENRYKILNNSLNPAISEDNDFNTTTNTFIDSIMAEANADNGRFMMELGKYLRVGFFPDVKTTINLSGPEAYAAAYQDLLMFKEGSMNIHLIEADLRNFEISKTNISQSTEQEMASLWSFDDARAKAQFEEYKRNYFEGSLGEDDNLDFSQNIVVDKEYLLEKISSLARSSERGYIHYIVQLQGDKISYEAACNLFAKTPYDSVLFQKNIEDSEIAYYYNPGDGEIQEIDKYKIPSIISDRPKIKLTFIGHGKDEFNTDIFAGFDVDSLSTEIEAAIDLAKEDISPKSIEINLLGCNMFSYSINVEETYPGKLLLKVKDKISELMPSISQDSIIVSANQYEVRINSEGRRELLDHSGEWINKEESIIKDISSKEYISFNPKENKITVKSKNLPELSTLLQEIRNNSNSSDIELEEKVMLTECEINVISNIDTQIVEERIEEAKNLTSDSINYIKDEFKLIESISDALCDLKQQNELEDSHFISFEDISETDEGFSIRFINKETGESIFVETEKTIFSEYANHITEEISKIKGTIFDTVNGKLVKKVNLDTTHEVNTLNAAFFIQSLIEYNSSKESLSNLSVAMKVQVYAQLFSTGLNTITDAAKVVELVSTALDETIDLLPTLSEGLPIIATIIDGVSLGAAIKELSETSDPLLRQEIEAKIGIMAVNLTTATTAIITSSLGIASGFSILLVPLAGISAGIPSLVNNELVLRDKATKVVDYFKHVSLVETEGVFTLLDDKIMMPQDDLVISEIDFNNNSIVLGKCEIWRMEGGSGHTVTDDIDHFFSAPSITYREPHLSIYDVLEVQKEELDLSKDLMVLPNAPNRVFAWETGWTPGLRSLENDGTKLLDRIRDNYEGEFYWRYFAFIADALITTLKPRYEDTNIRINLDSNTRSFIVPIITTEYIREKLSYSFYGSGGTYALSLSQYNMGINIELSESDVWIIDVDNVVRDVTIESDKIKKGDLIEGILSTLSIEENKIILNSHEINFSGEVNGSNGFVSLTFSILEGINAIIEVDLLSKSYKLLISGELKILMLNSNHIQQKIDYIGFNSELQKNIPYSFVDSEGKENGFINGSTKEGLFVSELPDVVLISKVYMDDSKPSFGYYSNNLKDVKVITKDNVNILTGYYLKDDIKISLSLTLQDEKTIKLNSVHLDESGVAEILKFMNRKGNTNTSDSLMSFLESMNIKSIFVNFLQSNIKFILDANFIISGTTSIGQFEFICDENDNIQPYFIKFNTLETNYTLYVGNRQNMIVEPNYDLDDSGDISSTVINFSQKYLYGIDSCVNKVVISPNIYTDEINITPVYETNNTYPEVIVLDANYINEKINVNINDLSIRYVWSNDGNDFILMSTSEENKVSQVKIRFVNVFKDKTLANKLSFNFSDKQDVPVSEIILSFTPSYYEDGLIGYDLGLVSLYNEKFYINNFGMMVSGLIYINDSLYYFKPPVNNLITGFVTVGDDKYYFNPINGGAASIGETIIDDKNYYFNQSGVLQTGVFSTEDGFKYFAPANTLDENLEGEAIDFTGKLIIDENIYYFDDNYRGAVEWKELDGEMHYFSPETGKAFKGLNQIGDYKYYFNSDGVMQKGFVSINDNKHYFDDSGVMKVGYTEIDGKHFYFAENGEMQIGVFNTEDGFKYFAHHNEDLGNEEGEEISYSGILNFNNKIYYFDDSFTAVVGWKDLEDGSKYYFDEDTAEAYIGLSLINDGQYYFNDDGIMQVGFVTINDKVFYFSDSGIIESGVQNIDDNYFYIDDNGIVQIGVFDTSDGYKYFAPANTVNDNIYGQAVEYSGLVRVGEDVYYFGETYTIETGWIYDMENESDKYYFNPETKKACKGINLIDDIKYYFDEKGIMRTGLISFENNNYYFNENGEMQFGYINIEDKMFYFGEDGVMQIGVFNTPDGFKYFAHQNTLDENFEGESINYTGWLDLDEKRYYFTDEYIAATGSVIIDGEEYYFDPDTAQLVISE
# The depositor's hits bear a star. Not all compounds are listed (hit frequency here may not be typical).
mol,TcdB GH inh
CCCNC(=O)C[C@H]1CC[C@H]2[C@@H](COC[C@H](O)CN2C(=O)c2cc(Cl)cc(Cl)c2)O1,-2.0
COc1ccc(CN(C)C[C@@H]2OCCCC[C@@H](C)Oc3ccc(N(C)C)cc3C(=O)N([C@H](C)CO)C[C@H]2C)cc1,-30
CCN1[C@@H]2Cn3c(ccc(-c4ccccc4F)c3=O)[C@H]1[C@@H](C(=O)N1CCOCC1)[C@@H]2CO,0.8
CN(C)C(=O)C[C@@H]1C=C[C@@H](NC(=O)C2CCOCC2)[C@H](CO)O1,-0.3
CC(C)NC(=O)Nc1ccc2c(c1)CC(=O)N([C@H](C)CO)C[C@@H](C)[C@@H](CN(C)S(=O)(=O)c1ccc(Cl)cc1)O2,0.1
COC(=O)C[C@H]1C[C@@H]2c3cc(N)ccc3O[C@@H]2[C@H](CO)O1,-3.0
C[C@@H]1CN([C@@H](C)CO)C(=O)c2cc(C#CC3CCCC3)cnc2O[C@@H]1CN(C)C(=O)C1CCCCC1,1.1
O=S(=O)(N[C@@H]1CC[C@@H](CCn2cc(-c3ccccn3)nn2)O[C@@H]1CO)c1cccc(Cl)c1,-0.5
C[C@@H]1CCCCO[C@@H](CN(C)S(=O)(=O)c2ccc(F)cc2)[C@H](C)CN([C@H](C)CO)C(=O)c2cc(NC(=O)C3CCCCC3)ccc2O1,0.7
Cc1noc(C)c1NC(=O)N(C)C[C@@H]1OCCCC[C@H](C)Oc2ccc(NS(=O)(=O)c3ccc(Cl)cc3)cc2C(=O)N([C@@H](C)CO)C[C@@H]1C,-7.9
C[C@@H]1CN([C@H](C)CO)S(=O)(=O)c2ccc(-c3ccc(F)cc3)cc2O[C@H]1CN(C)C(=O)Nc1ccccc1F,-0.2
C[C@@H]1CN([C@@H](C)CO)C(=O)Cc2cc(NC(=O)Nc3ccc(C(F)(F)F)cc3)ccc2O[C@H]1CN(C)S(=O)(=O)c1ccccc1,0.4
COCC#Cc1cnc2c(c1)C(=O)N([C@H](C)CO)C[C@H](C)[C@H](CN(C)C)O2,-0.9
C[C@H]1CN([C@@H](C)CO)C(=O)c2cccc(NS(=O)(=O)c3ccc(Cl)cc3)c2O[C@@H]1CN(C)Cc1ccc(C(=O)Nc2ccccc2N)cc1,-2.2
C[C@@H]1CN([C@@H](C)CO)C(=O)c2cc(NC(=O)Nc3ccc(F)cc3)ccc2O[C@@H](C)CCCCO[C@@H]1CN(C)Cc1ccccc1,-2.0
C[C@H](NC(=O)[C@H]1[C@H](CO)[C@H]2Cn3c(cccc3=O)[C@H]2N1CC1CC1)c1ccccc1,0.6
C/C=C/c1ccc([C@@H]2[C@@H](CO)N3C(=O)CN(C(=O)Cc4cccnc4)C[C@H]23)cc1,-0.1
COc1ccc(NC(=O)Nc2cccc3c2O[C@@H](CN(C)S(=O)(=O)c2cccs2)[C@H](C)CN([C@H](C)CO)C3=O)cc1,0.1
O=C(c1ccccn1)N1C[C@@H]2[C@H](c3ccccc31)[C@@H](CO)N2C(=O)Nc1ccccc1,-1.3
C/C=C/c1ccc2c(c1)O[C@@H](CN(C)C(=O)c1ccc(F)cc1)[C@@H](C)CN([C@@H](C)CO)S2(=O)=O,1.5
CCCC#Cc1ccc([C@@H]2[C@H]3CN(Cc4ccncc4)CCCCN3[C@H]2CO)cc1,0.5
O=C(C[C@@H]1CC[C@@H](NS(=O)(=O)c2cccc(F)c2)[C@@H](CO)O1)NCc1ccc2c(c1)OCO2,0.1
CCCC(=O)N1CC2(CN(Cc3nccs3)C2)c2c([nH]c3cc(OC)ccc23)[C@H]1CO,0.8
O=C(C[C@H]1C=C[C@@H](NC(=O)c2cccnc2)[C@H](CO)O1)NCc1ccncn1,-1.6
N#C[C@@H]1[C@H](c2ccc(C3=CCCC3)cc2)[C@@H](CO)N1C(=O)Cc1ccncc1,-0.1
C[C@H]1CCCCO[C@@H](CN(C)Cc2ccc3c(c2)OCO3)[C@@H](C)CN([C@@H](C)CO)C(=O)c2cc(NS(=O)(=O)c3ccccc3)ccc2O1,-0.7
C[C@@H]1CN([C@H](C)CO)C(=O)Cc2cc(NS(=O)(=O)c3ccc(F)cc3)ccc2O[C@@H]1CN(C)CC1CCCCC1,2.5
COc1ccccc1CN(C)C[C@H]1OCc2cnnn2CCCC(=O)N([C@H](C)CO)C[C@H]1C,-1.3
C[C@@H]1CN([C@H](C)CO)C(=O)CCCn2nncc2CO[C@@H]1CN(C)C(=O)Nc1ccccc1C(F)(F)F,-0.3
O=C(N[C@H]1CC[C@H](CCn2cc(-c3cccnc3)nn2)O[C@H]1CO)c1ccccc1F,0.1
COCCNC(=O)C[C@@H]1C[C@H]2c3cc(NC(=O)NC4CCCCC4)ccc3O[C@H]2[C@@H](CO)O1,-2.7
CCCC#Cc1ccc([C@@H]2[C@H](CO)N3CCCCN(C(=O)Cc4ccccn4)C[C@@H]23)cc1,-0.7
C[C@@H]1CCCCO[C@H](CN(C)Cc2ccc(Cl)c(Cl)c2)[C@H](C)CN([C@@H](C)CO)C(=O)c2cc(NC(=O)NC3CCCCC3)ccc2O1,-2.2
C[C@@H]1CN([C@@H](C)CO)C(=O)Cc2cc(NS(=O)(=O)c3ccc(Cl)cc3)ccc2O[C@H]1CN(C)Cc1ccc(Oc2ccccc2)cc1,-0.4
O=C(c1cccc(F)c1)N1CC(=O)N2[C@H](CO)[C@H](c3ccc(C4=CCCCC4)cc3)[C@@H]2C1,0.5
C[C@@H]1CCCCO[C@H](CN(C)C)[C@H](C)CN([C@H](C)CO)C(=O)c2cc(NC(=O)C3CCCCC3)ccc2O1,-5.7
COc1ccccc1CN1[C@H](CO)[C@@H]2c3ccccc3N(C(=O)C3CCCC3)C[C@@H]21,-0.2
COc1ccc(CNC(=O)C[C@H]2CC[C@@H](NC(=O)c3cccc(F)c3)[C@H](CO)O2)cc1,0.2
COc1cccc(CNC(=O)[C@H]2CCCN2C(=O)[C@H]2CCCN2C(=O)N2CCOCC2)c1,0.8
COc1ccc(S(=O)(=O)Nc2cccc3c2O[C@@H](CN(C)C)[C@@H](C)CN([C@H](C)CO)C3=O)cc1,-0.7
C[C@H]1CN([C@@H](C)CO)C(=O)c2cccc(NS(=O)(=O)c3ccc(Cl)cc3)c2O[C@H]1CN(C)C,0.2
CCC(=O)Nc1ccc2c(c1)OC[C@H](C)N(C(=O)c1ccccc1F)C[C@@H](C)[C@@H](OC)CN(C)C2=O,0.7
C[C@H](CO)N1C[C@H](C)[C@H](CN(C)Cc2ccc(-c3ccccc3)cc2)Oc2ccc(NC(=O)CCC(F)(F)F)cc2CC1=O,-0.3
O=C(Nc1ccc(Cl)c(Cl)c1)N[C@@H]1CC[C@@H](CCn2cc(C3CC3)nn2)O[C@@H]1CO,-0.7
Cc1noc(C)c1S(=O)(=O)Nc1ccc2c(c1)C(=O)N([C@H](C)CO)C[C@H](C)[C@H](CN(C)C(=O)Nc1ccccc1)O2,0.8

# 4 structures out of the list, sorted by molecular weight, smallest number first:
mol,TcdB GH inh
COc1cccc(CNC(=O)[C@H]2CCCN2C(=O)[C@H]2CCCN2C(=O)N2CCOCC2)c1,0.8
C[C@H]1CN([C@@H](C)CO)C(=O)c2cccc(NS(=O)(=O)c3ccc(Cl)cc3)c2O[C@H]1CN(C)C,0.2
CCC(=O)Nc1ccc2c(c1)OC[C@H](C)N(C(=O)c1ccccc1F)C[C@@H](C)[C@@H](OC)CN(C)C2=O,0.7
C[C@@H]1CCCCO[C@H](CN(C)C)[C@H](C)CN([C@H](C)CO)C(=O)c2cc(NC(=O)C3CCCCC3)ccc2O1,-5.7

# Additional records follow.
mol,TcdB GH inh
CCCN1C[C@H](C)[C@@H](OC)CN(C)C(=O)c2ccc(NC(=O)C3CCC3)cc2OC[C@@H]1C,-0.4
C[C@H]1CN([C@@H](C)CO)C(=O)Cc2cc(NC(=O)CCN3CCOCC3)ccc2O[C@H]1CN(C)C(=O)Nc1cccc2ccccc12,0.8
C[C@@H]1CN([C@H](C)CO)C(=O)c2cc(NC(=O)Nc3ccccc3)ccc2O[C@@H]1CN(C)Cc1ccncc1,-0.7
C[C@H](CO)N1C[C@H](C)[C@H](CN(C)S(=O)(=O)c2cn(C)cn2)Oc2ccc(NS(=O)(=O)c3cccs3)cc2C1=O,0.4
C[C@H]1CN([C@@H](C)CO)C(=O)Cc2cc(NS(=O)(=O)c3ccc(Cl)cc3)ccc2O[C@H]1CN(C)CC1CC1,1.2
C[C@H](CO)N1C[C@H](C)[C@H](CN(C)C(=O)C2CCCCC2)Oc2cc(C3=CCCCC3)ccc2S1(=O)=O,0.3
CCCc1c(-c2ccc(F)cc2F)ncn1Cc1cccc(-c2ccccc2)c1,-0.8
C[C@@H]1CCCCO[C@H](CN(C)C(=O)c2ccccc2)[C@H](C)CN([C@@H](C)CO)C(=O)c2cc(NC(=O)c3ccccc3)ccc2O1,-0.8
COc1ccc(CNC(=O)C[C@H]2C=C[C@H](NC(=O)c3ccc4c(c3)OCO4)[C@@H](CO)O2)cc1,-0.2
CCCNC(=O)[C@@H]1[C@@H](CO)[C@@H]2Cn3c(ccc(/C=C/c4ccccc4)c3=O)[C@H]1N2C(=O)C1CCC1,0.6
CCNC(=O)C[C@H]1CC[C@@H]2[C@H](COC[C@H](O)CN2C(=O)Nc2ccc3c(c2)OCO3)O1,-3.6
C[C@H]1CN([C@@H](C)CO)C(=O)c2cc(NS(=O)(=O)c3cn(C)cn3)ccc2O[C@@H]1CN(C)CC1CCCCC1,4.5
CNC[C@H]1Oc2ccc(NC(=O)Cn3cnnn3)cc2CC(=O)N([C@@H](C)CO)C[C@@H]1C,-0.2
CN1C(=O)c2cc(NC(=O)c3cscn3)ccc2OC[C@@H]2O[C@@H](CC(=O)NCc3ccc(Cl)c(Cl)c3)CC[C@H]21,-2.5
COc1ccc(NC(=O)N2C[C@H](O)COC[C@@H]3O[C@H](CC(=O)N4CCN(C)CC4)CC[C@H]32)cc1,5.2
O=C(C[C@H]1CC[C@H]2[C@@H](COC[C@@H](O)CN2S(=O)(=O)c2ccc(Cl)cc2)O1)N[C@H]1CCN(Cc2ccccc2)C1,-0.2
C[C@H](CO)N1C[C@H](C)[C@H](CN(C)S(=O)(=O)c2ccccc2)OCCCC[C@H](C)Oc2ccc(NC(=O)CCC(F)(F)F)cc2C1=O,-1.0
CCCC#Cc1ccc2c(c1)O[C@@H](CN(C)S(=O)(=O)c1cccc(F)c1)[C@H](C)CN([C@@H](C)CO)S2(=O)=O,0.7
Cc1cccc(C)c1NC(=O)C1C(c2ccc3c(c2)OCO3)=Nc2ccccc2N1C(=O)c1cccc(C(F)(F)F)c1 (configuration not stated),0.2
COc1cccc(OCCCN2CCC(C(O)(c3ccccc3)c3ccccc3)CC2)c1,0.7
C[C@H](CO)N1C[C@H](C)[C@H](CN(C)CC2CC2)Oc2cc(C3=CCCC3)ccc2S1(=O)=O,0.3
CC(=O)N1[C@@H]2c3cccc(=O)n3C[C@@H]2[C@@H](CO)[C@@H]1C(=O)N1CCc2ccccc2C1,0.1
CCCN(C)C[C@H]1OCCCC[C@@H](C)Oc2ccc(NC(=O)Nc3ccccc3)cc2C(=O)N([C@@H](C)CO)C[C@H]1C,-1.4
CCNC(=O)C[C@H]1CC[C@@H]2[C@H](COc3ccc(NC(=O)Nc4cccc(F)c4)cc3C(=O)N2C)O1,1.0
C[C@H]1CN([C@@H](C)CO)C(=O)c2cc(C#CC3CCCC3)cnc2O[C@@H]1CN(C)S(=O)(=O)c1cccc(F)c1,-0.2
CNC[C@H]1Oc2c(NC(=O)Nc3ccc(C(F)(F)F)cc3)cccc2C(=O)N([C@@H](C)CO)C[C@@H]1C,-0.5
COCC(=O)Nc1ccc2c(c1)C(=O)N(C)C[C@H](OC)[C@@H](C)CN(C(C)=O)[C@@H](C)CO2,-1.9
CNC[C@H]1Oc2ccc(NC(=O)Nc3ccc(F)cc3)cc2C(=O)N([C@@H](C)CO)C[C@@H]1C,0.2
CNC[C@H]1Oc2c(NS(=O)(=O)c3c(C)noc3C)cccc2C(=O)N([C@@H](C)CO)C[C@H]1C,-5.5
CO[C@@H]1CN(C)C(=O)c2ccc(NC(=O)c3cc(C)on3)cc2OC[C@H](C)NC[C@H]1C,-0.3
COc1cccc(NC(=O)N[C@@H]2CC[C@@H](CC(=O)N3CCOCC3)O[C@@H]2CO)c1,-0.2
COc1ccccc1CNC(=O)C[C@H]1CC[C@H](NC(=O)CC2CC2)[C@@H](CO)O1,0.5
Cc1ccc(S(=O)(=O)Nc2ccc3c(c2)C(=O)N([C@@H](C)CO)C[C@H](C)[C@H](CN(C)S(=O)(=O)c2ccc(F)cc2)OCCCC[C@@H](C)O3)cc1,-0.5
CN(C)C(=O)C[C@@H]1C=C[C@H](NC(=O)NC2CCCC2)[C@H](CO)O1,-1.7
COc1ccc(S(=O)(=O)N(C)C[C@H]2OCCCC[C@@H](C)Oc3ccc(NC(=O)Nc4ccc5c(c4)OCO5)cc3C(=O)N([C@H](C)CO)C[C@@H]2C)cc1,0.0
CO[C@@H](C(=O)N(C)C[C@@H]1OCc2ccccc2-c2c(n(C)c3ccccc23)C(=O)N([C@H](C)CO)C[C@@H]1C)c1ccccc1,0.6
CCCNC(=O)Nc1ccc2c(c1)OC[C@@H](C)N(Cc1ccccn1)C[C@@H](C)[C@H](OC)CN(C)C2=O,1.0

# Among those listed so far, 4 have two or more sulfur atoms.
mol,TcdB GH inh
COc1ccc(NC(=O)Nc2cccc3c2O[C@@H](CN(C)S(=O)(=O)c2cccs2)[C@H](C)CN([C@H](C)CO)C3=O)cc1,0.1
C[C@H](CO)N1C[C@H](C)[C@H](CN(C)S(=O)(=O)c2cn(C)cn2)Oc2ccc(NS(=O)(=O)c3cccs3)cc2C1=O,0.4
CCCC#Cc1ccc2c(c1)O[C@@H](CN(C)S(=O)(=O)c1cccc(F)c1)[C@H](C)CN([C@@H](C)CO)S2(=O)=O,0.7
Cc1ccc(S(=O)(=O)Nc2ccc3c(c2)C(=O)N([C@@H](C)CO)C[C@H](C)[C@H](CN(C)S(=O)(=O)c2ccc(F)cc2)OCCCC[C@@H](C)O3)cc1,-0.5
